# From PubChem BioAssay
# NCF1 inh – blocks human p47phox regulatory protein of NADPH oxidases; inhibition, % at 24.7 µM; actives 0.53% (n = 220,000); P14598; AID 1274; p47phox/p22phox peptide binding, fluorescence polarization, 2 h;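 active = inhibition above about 30%, limit read from the data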;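 note: 0% = p47phox with labelled peptide and 100% = labelled peptide alone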
# TRPML3 ag – human mucolipin-3 channel agonism | actives 0.29% (n = 220,000) | Q8TDD5 | activation, % at 3 µM | AID 1448 | HEK293 TRPML3-YFP, Fluo-8 calcium fluorescence; 100% = the carbachol control signal;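 active = activation above its plate's cutoff, the mean activation of the plate's test wells plus 3 SD, cut at about 12% in these data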;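 note: 0% = DMSO only wells and 100% = carbachol wells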
#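 Test system: HEK293 cells stably carrying human TRPML3-YFP; Doses: single dose, 3 µM final nominal compound, 0.3% DMSO final; Schedule: dye loading 1 h 37 °C then 30 min ambient, 125 s read; Technique: Fluo-8 calcium fluorescence; Benchmarks: high control carbachol 87 µM, low control DMSO.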
# MDM2 E3 inh – inhibitors of human Mdm2 E3 ubiquitin ligase. Q00987. cell-based MDM2 ubiquitination luciferase reporter, 2 h; 0 = plate control, 100 = twice control, blank-subtracted. signal enhancement, % at 5 µM. actives 0.11% (n = 210,000). AID 1230;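 active = signal enhancement of 30% or more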;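 note: luminescence tracks abundance of the self-degrading MDM2-luciferase fusion protein; higher signal means inhibition of MDM2 E3 ligase activity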
#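 Assay system: mammalian cells stably expressing self-ubiquitinating, self-degrading MDM2 E3–luciferase fusion. Quantity: 2000 cells in each well. Medium: DMEM culture medium. Compound dosing: single-point 5 µM. Timing: cell settling 4 h, compound treatment 2 h, both 37 °C. Technique: luciferase luminescence. Read-out basis: percent signal gain over controls, blank-subtracted. Benchmarks: plate controls and plate blanks.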
# EBV gp42 inh – inhibitors of Epstein-Barr virus glycoprotein 42. actives 0.42% (n = 220,000). inhibition, % (tested at 21.74 µM). Fluorescence polarization binding assay, mP read-out. AID 1085; in the data active = inhibition above about 50%
# Target sequence (Q1HVG2 whole entry, looked up): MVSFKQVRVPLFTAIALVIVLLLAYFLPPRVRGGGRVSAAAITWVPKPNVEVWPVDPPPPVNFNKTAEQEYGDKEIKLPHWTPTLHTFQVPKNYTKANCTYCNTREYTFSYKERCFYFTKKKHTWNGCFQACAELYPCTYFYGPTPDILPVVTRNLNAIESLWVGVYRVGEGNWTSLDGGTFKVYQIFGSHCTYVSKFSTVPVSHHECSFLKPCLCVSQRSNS
# Runt-SMMHC FRET – Runt domain-CBFb-SMMHC interaction inhibition. Q01196+Q13951. Cerulean-Runt/Venus-CBFb-SMMHC FRET ratio 530/480, 1 h. AID 1434. inhibition, % at 20 µM. actives 0.74% (n = 220,000);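 active = mean inhibition across duplicate retests at 20 µM reaching about 50%, limit read from the data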;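 note: 0% = DMSO wells and 100% = wells with excess untagged CBFb-SMMHC; inhibitors lower the FRET ratio by blocking Runt binding to CBFb-SMMHC; some results filed as inactive read as strong as hits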
# Target sequence (Q01196 whole entry, looked up, the tested form may be a part): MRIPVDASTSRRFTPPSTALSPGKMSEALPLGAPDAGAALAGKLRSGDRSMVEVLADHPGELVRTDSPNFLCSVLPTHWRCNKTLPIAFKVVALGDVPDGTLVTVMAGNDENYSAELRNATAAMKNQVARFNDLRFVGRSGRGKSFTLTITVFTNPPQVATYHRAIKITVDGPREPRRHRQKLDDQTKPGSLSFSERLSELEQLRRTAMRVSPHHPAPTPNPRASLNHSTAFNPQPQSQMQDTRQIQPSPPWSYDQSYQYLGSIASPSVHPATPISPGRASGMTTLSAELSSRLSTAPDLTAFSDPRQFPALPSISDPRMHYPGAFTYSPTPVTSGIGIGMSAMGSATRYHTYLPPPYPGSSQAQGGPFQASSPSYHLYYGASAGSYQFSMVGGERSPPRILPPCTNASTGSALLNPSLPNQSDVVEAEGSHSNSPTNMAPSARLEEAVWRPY
# Target sequence (Q13951 whole entry, looked up, the tested form may be a part): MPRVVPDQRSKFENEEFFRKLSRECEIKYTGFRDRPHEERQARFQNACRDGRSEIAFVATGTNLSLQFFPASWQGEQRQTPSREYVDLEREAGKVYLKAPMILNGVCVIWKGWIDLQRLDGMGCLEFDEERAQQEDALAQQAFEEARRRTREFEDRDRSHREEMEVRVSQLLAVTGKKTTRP
# CHOP inhibitor – CHOP inhibition in unfolded protein response. AID 2732. inhibition, % at 10 µM. actives 3.8% (n = 220,000). CHO-K1 CHOP-promoter luciferase, tunicamycin-induced, 15-18 h;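 active = compounds that reduced the stress-induced luciferase reporter signal by more than about 70% of percent inhibition, limit read from the data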;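 note: 0% = tunicamycin plus vehicle and 100% = wells without tunicamycin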
# PPC-1+TRAIL kill – PPC-1 cancer cell killing with TRAIL present. cell killing (% activity), % at 4 µM. PPC-1 cells + TRAIL, ATPLite viability luminescence. actives 0.41% (n = 220,000);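 active = cell killing above 50% in the first pass at 4 µM, then a duplicate retest at 5 µM averaging 50% or more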;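 note: plate controls were cells with TRAIL plus DMSO for no effect and medium-only wells lacking cells for full effect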
# TNF death inh – blocks TNF-alpha induced death of Jurkat FADD-/- cells | Jurkat FADD-/- TNF necroptosis rescue, ATP luminescence, 24 h; 0 = TNF only, 100 = no-TNF cells | activation (protection from cell death), % at 10 µM | actives 0.068% (n = 220,000);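 active = activation, meaning protection from cell death, of at least 50% relative to plate controls; inactive = activation below 50%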;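 note: necroptosis triggered by 40 ng/mL TNF-alpha added together with compound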
# TRPN1 ag – zebrafish TRPN1 (NompC) channel agonism; HEK293 zebrafish TRPN1-YFP, Fluo-8 calcium fluorescence; 100% = response to 87 µM carbachol; activation, % at 3 µM; actives 0.18% (n = 220,000); AID 1424;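 active = activation above its plate's cutoff, the mean activation of test wells on that plate plus 3 SD, cut at about 19% in these data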;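 note: 0% = DMSO alone and 100% = 87 µM carbachol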
#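 System: zebrafish TRPN1-YFP in HEK293 cells / Dosing: 3 µM single point / Timing: dye loading 1 h at 37 °C, then 30 min room temperature / Signal: Fluo-8 calcium fluorescence, excitation 470-495 nm, emission 515-575 nm / Read-out basis: percent activation from peak over basal fluorescence ratio, control-normalized / Control set: high carbachol 87 µM, low DMSO alone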
# The depositor's hits bear a star; / = not tested or not shown; [ ] = dose if it differs, or a comment.
molecule	NCF1 inh	TRPML3 ag	MDM2 E3 inh	EBV gp42 inh	Runt-SMMHC FRET	CHOP inhibitor	PPC-1+TRAIL kill	TNF death inh	TRPN1 ag
Cc1cc2cc(CNC(=O)c3cccc([N+](=O)[O-])c3)ccc2[nH]1	-9	0.3	/	-4	0	2	-2	-0.9	-0.2
COc1ccc(C[C@H]2CN3C(=NC[C@@H]3Cc3ccccc3)N2C[C@H](C)NC(=O)CCC2CCCCC2)cc1	6	/	-3	-27	-1	5	-14	-6.3	/
COc1ccccc1C1NC(=O)NC(C)=C1C(=O)Nc1cccc(C)c1C (centres undefined)	-8	0.0	-8	-11	1	-7	5	1.6	-0.7
Cc1ccc(NC(=S)NC(NC(=O)c2ccco2)C(Cl)(Cl)Cl)cc1 (centres undefined)	-55	1.5	-13	-1	-5	17	2	-1.0	1.2
COC(=O)C1CCN(C(=O)COC(=O)[C@@H]2CC(O)CN2S(=O)(=O)c2ccc3c(c2)OCCO3)CC1 (some centres undefined)	-5	0.4	-3	-13	1	23	10	0.5	1.0
Cc1cc(Cl)ccc1Oc1nc(-c2ccccc2)ncc1S(C)(=O)=O	-14	1.2	-6	-4	2	79*	2	-3.0	0.4
Cc1ccc(C(=O)N/C(=C/C=C/c2ccccc2)C(=O)NCc2ccco2)cc1	-17	-0.8	-3	-14	-2	-10	16	-3.6	-1.0
COc1cc2c(cc1OC)C(c1cc3cc4c(cc3[nH]c1=O)OCO4)N(C(=O)C1CC1)CC2 (centres undefined)	-4	0.0	4	-6	5	-8	-9	-0.5	-1.4
CCOC(=O)c1cnc(SCC(=O)N2CCc3ccccc32)nc1N	-13	1.1	-18	-8	-2	4	-23	-1.0	-1.6
O=C(NCCc1ccc(Cl)cc1)c1cc2ccccn2n1	-14	-0.3	/	-13	-4	7	13	5.1	1.1
Brc1ccccc1-c1nnc(-c2cccnc2)o1	-19	0.0	-5	-31	1	32	-5	-2.5	0.3
CCCCCC1CCC(c2nnc(SCC(C)=O)o2)CC1 (centres undefined)	-12	1.1	-18	-2	-1	37	-6	0.0	1.8
Cc1ccc(-c2ccc(/C=N/NC(=O)c3ccccc3O)o2)cc1	2	0.6	-10	-18	-4	-28	16	-0.7	-0.5
CN1CCN(CC(O)COCc2ccc3c(c2)OCO3)CC1 (centres undefined)	2	0.8	-17	-18	-119	23	5	0.5	0.2
OC1CCN(c2c3c(nc4cc(-c5cccc(F)c5)nn24)CCCC3)CC1	-6	0.0	-13	-13	-4	-10	22	0.7	1.9
CCCn1nnc(NC(=O)COc2cc(C)ccc2C(C)C)n1	-8	-1.5	-18	-21	1	-31	4	-1.4	-3.3
COc1ccc(CCNC(=O)c2cc(-c3cc(C)c(C)cc3O)n[nH]2)cc1OC	-5	0.1	-1	-9	5	-21	6	-0.8	-0.3
CC(C)(C)c1ccc(OCC(=O)NCc2ccco2)c(Br)c1	-18	0.0	-4	-3	2	81*	16	-0.4	0.2
O=c1oc(-c2cccs2)nc2sc3c(c12)CCCC3	-13	0.7	-19	-27	10	8	-9	0.2	1.9
COc1ccccc1CN1C[C@@H]2C[C@@H](c3ccc4nsnc4c3)N3CCC[C@@]23C1=O	-16	-0.2	-5	-7	-12	42	6	-0.1	-1.3
O=c1ccccn1Cc1c(F)cccc1Cl	-3	1.1	-13	-3	-1	4	-14	1.2	2.5
Cc1ccc(C2CCN(C(=S)NC3CCCCC3)C2)cc1 (centres undefined)	-6	0.1	-15	-12	4	-4	-18	0.5	2.4
Cc1ccc(NC(=O)c2ccc([N+](=O)[O-])cc2Cl)nc1	-12	0.5	-10	-9	5	-35	28	1.9	0.5
CCOC(=O)c1ccc2nc(C)c(CCC(C)=O)c(Cl)c2c1	1	0.0	-1	-11	2	-1	15	-1.3	-1.1
O=C(c1ccc(Cn2ccc([N+](=O)[O-])n2)cc1)N1CCN(Cc2ccccc2)CC1	-11	2.5	-2	-7	-2	18	5	-0.5	4.7
Cc1nn(Cc2ccccc2Cl)c(C)c1NC(=O)CCCn1nc([N+](=O)[O-])c(Cl)c1C	-10	0.3	5	0	-1	30	1	0.7	-0.2
CC(C)Nc1ncnc2c1cnn2-c1ccccc1	-2	0.7	-69	-3	1	12	/	0.7	0.2
CC(Oc1ccc(F)cc1F)C(=O)/C=C/N(C)C (centres undefined)	-2	0.7	4	-8	-10	13	-8	-2.6	2.1
COCCNC(=S)N/N=C(\C)c1ccccc1OC	-9	-0.2	-1	-13	3	-2	-13	-2.3	0.6
O=C(COc1ccccc1)N1CCN=C1SCc1cccnc1	-4	1.2	-8	-18	5	-11	5	-1.7	0.5
CCCN1C(=O)/C(=C\c2ccncc2)SC1=Nc1ccccc1	12	-0.7	3	-12	-3	-26	9	-0.9	-2.0
CCCn1c(SCC(=O)Nc2ccc(OCC)cc2)nnc1C(C)C	-14	-0.2	-8	-14	-1	-11	23	0.3	0.1
O=C(Cc1ccccc1)NCCc1cn2ccsc2n1	-14	0.5	-9	12	-2	-3	21	0.7	1.3
O=C(NC1CC1)c1ccc(-c2nc3ccccc3s2)s1	-3	2.2	-85	-6	-8	40	93*[5 µM]	-3.7	0.4
N#Cc1nc(-c2cccc3ccccc23)oc1NCCN1CCOCC1	-13	0.2	3	-14	3	9	-19	-5.7	0.1
O=C(O)c1cccc(S(=O)(=O)NCc2cccs2)c1	-8	0.2	-8	-11	-4	27	10	-2.6	0.4
c1ccc(COn2c(-c3ccccc3)nc3c2CCc2nonc2-3)cc1	-21	0.5	8	-22	4	11	11	-1.0	0.6
COc1ccc(C(=O)NNC(=O)c2ccc(C(C)(C)C)cc2)cc1	-1	1.0	-27	3	4	84*	8	0.5	1.0
Cc1cc(C)c(-n2[nH]nnc2=S)c(C)c1	3	1.0	-13	-1	0	7	2	-0.9	-0.1
CC12CCC(C(=O)NCc3ccco3)(OC1=O)C2(C)C (centres undefined)	-5	0.3	11	-11	0	17	10	0.5	0.8
CCOc1ccc(C(=O)Nc2ccccc2CC)cc1[N+](=O)[O-]	13	0.2	-3	3	-5	-12	24	0.9	1.0
Cc1ccc(OCc2nc(-c3ccc(-n4cccc4)cc3)no2)cc1C	-3	0.5	-14	-31	-2	42	2	1.7	0.8
S=c1[nH]nc(COc2ccccc2)n1/N=C/c1ccc(Br)s1	-15	-1.1	-8	-1	9	-7	9	-2.1	-0.6
O=C(CCCCC(=O)NC1CCCC1)NC1CCCC1	-2	0.9	-6	1	0	50	13	1.5	-1.3
CCOC(=O)C1(P(=O)(c2ccc(Cl)cc2)c2ccc(Cl)cc2)CCC1	-17	-1.5	-7	-18	0	1	3	-0.1	-2.8
Cn1cc([N+](=O)[O-])c(C(=O)NCc2ccccc2)n1	-9	0.5	-20	-19	2	-5	6	0.7	-0.6
CCOc1ncccc1C(=O)N(C)CC(=O)Nc1ccc(F)cc1	-34	1.2	2	-36	0	2	7	1.2	0.7
Cc1cccc(NNC(N)=S)c1	1	0.8	-2	0	7	16	22	-0.3	-0.3
CCOC(=O)Cn1c(=O)oc2cc(S(=O)(=O)N3CCN(C(=O)c4ccco4)CC3)ccc21	-19	-0.9	-8	-6	0	-17	-22	0.7	0.6
COc1ccc(C2=C(CC(=O)O)C(=O)CC2)cc1	10	0.5	-6	-13	0	-11	7	0.8	0.7
CC1=CC=CC2=NC(=O)CC(C)(C(=O)O)N12 (centres undefined)	-8	0.6	-5	-9	-1	-6	25	1.6	1.4
OC[C@H]1O[C@@H](Oc2cc(O)cc(/C=C/c3ccc(O)cc3)c2)[C@H](O)[C@@H](O)[C@@H]1O	-12	0.8	/	-9	3	-19	8	/	-0.3
Cc1nc(N)ncc1C(=O)Nc1ccccc1	-12	0.6	-22	-1	-5	12	24	-0.7	1.3
CCC(C)N1C(=S)SC(C)(C)C1N(O)C(=O)NC1CCCCC1 (centres undefined)	1	2.7	-11	-6	-1	-1	14	1.9	0.1
O=C(COC(=O)CNC(=O)c1cccs1)Nc1ccccc1C(F)(F)F	-5	0.1	8	-6	0	18	-5	-0.6	0.3
C/C(CC(=O)Nc1cc(C)ccn1)=N\NC(=O)c1ccccc1C	4	0.4	-1	-11	-2	-4	7	-0.4	1.0
CCCN1C/C(=C/c2cccc([N+](=O)[O-])c2)C(=O)/C(=C/c2cccc([N+](=O)[O-])c2)C1	-8	0.0	28	-15	2	100*	5	-11	-0.3
CCC(C)(C)NC(=O)CN(Cc1ccc2c(c1)OCO2)C(=O)CCC(=O)Nc1ccccn1	-15	-0.7	/	-1	-6	53	-2	-0.6	0.4
Cc1ccc(NC(=O)C2C(=O)N(CCO)C3(C)CC2c2ccccc2O3)cc1 (centres undefined)	-12	-0.6	-12	-24	0	-8	-6	-0.5	-0.5
COc1ccc(C(=O)C(Sc2nnc(C)c(=O)[nH]2)c2ccc(OC)cc2)cc1 (centres undefined)	-1	0.3	/	-7	-5	-3	-2	0.2	1.3

# Following part
molecule	NCF1 inh	TRPML3 ag	MDM2 E3 inh	EBV gp42 inh	Runt-SMMHC FRET	CHOP inhibitor	PPC-1+TRAIL kill	TNF death inh	TRPN1 ag
CCCC(=O)N=C1SC2CS(=O)(=O)CC2N1c1ccc(CC)cc1 (centres undefined)	-2	-0.5	-18	-3	-1	22	-2	-0.3	0.1
CCOC(=O)C1CCN(c2ncnc3c2cnn3-c2ccc(OC)cc2)CC1	0	0.1	-31	-3	-4	30	/	0.5	1.1
N#C/C(=C\c1cccs1)C(=O)Nc1nccs1	-10	0.8	-4	7	1	-36	21	-0.2	-0.5
C=CCNC(=O)/C(C#N)=C/c1cn(-c2ccccc2)nc1-c1cccs1	-10	0.7	/	-4	-15	43	-8	0.9	0.4
CCOC(=O)C1=NNC(C(=O)c2ccccc2)C1c1ccc(Cl)cc1 (centres undefined)	-7	0.1	-4	-12	-2	17	-3	5.8	-1.8
O=C(NCCCN1CCN(c2cccc(Cl)c2)CC1)C1(S(=O)(=O)c2ccc(Cl)cc2)CC1	-12	0.2	-35	2	-1	60	12	0.0	-1.9

# Single records (already shown). Screens in order: NCF1 inh	TRPML3 ag	MDM2 E3 inh	EBV gp42 inh	Runt-SMMHC FRET	CHOP inhibitor	PPC-1+TRAIL kill	TNF death inh	TRPN1 ag
# Results for O=C(NCCCN1CCN(c2cccc(Cl)c2)CC1)C1(S(=O)(=O)c2ccc(Cl)cc2)CC1 = -12	0.2	-35	2	-1	60	12	0.0	-1.9
# Results for N#C/C(=C\c1cccs1)C(=O)Nc1nccs1 = -10	0.8	-4	7	1	-36	21	-0.2	-0.5
